NCI-60 one-dose screen, 48 h, at 10 µM unless noted. Numbers give growth in % (100 = growth as untreated, 0 = no growth, -100 = all killed).
OVCAR-5 – OVCAR-5 ovarian cancer; 82,000 tested, 2.9% active; AID 1794783
OVCAR-8 – OVCAR-8 ovarian cancer; AID 1794782; 81,000 tested, 4.4% active
OVCAR-3 – OVCAR-3 ovarian cancer; 79,000 tested, 7% active; AID 1794787
TK-10 – TK-10 renal cancer cells. 81,000 tested, 3.9% active. AID 1794769
RXF 393 – RXF 393 renal cancer cells. 77,000 tested, 6.9% active
ACHN – ACHN renal cancer | 81,000 tested, 4.9% active
CAKI-1 – CAKI-1 renal cancer; 75,000 tested, 4.7% active; AID 1794772
A498 – A498 renal cancer cells; 76,000 tested, 5.4% active
* hit, by the source's call; [ ] = another dose, or the depositor's remark. The calls were made as follows: active = growth percent below 10; inactive = the rest. A portion of the library; the hit share may differ from the screen's.

Start of the data: the first seven records as a preview:
For Cc1ccc(C2=NN3C(C2)c2ccccc2OC32C(=O)Nc3ccc(Br)cc32)o1 (stereo not drawn) the results were OVCAR-5 106, OVCAR-8 105, OVCAR-3 108, TK-10 114, RXF 393 112, ACHN 107, CAKI-1 92 and A498 112.
`Cc1cc(N(CCCNc2ccnc3cc(Cl)ccc23)Cc2ccc3c(c2)OCO3)nc(N2CCOCC2)n1` gave OVCAR-5 77, OVCAR-8 32, OVCAR-3 -6.3*, TK-10 14, RXF 393 -48*, ACHN 14 and A498 54.
`O=C1Nc2ccc(Cl)cc2C12Oc1ccc(Cl)cc1C1CC(c3ccc(F)cc3)=NN12` (stereo not drawn) gave OVCAR-5 105, OVCAR-8 92, OVCAR-3 86, TK-10 116, RXF 393 109, ACHN 85, CAKI-1 75 and A498 113.
c1ccc2c[n+](CC[n+]3ccc4ccccc4c3)ccc2c1 was read as OVCAR-5 91, OVCAR-8 105, OVCAR-3 106, TK-10 101, RXF 393 101, ACHN 109 and A498 107.
`COc1ccc(Cn2nc(-c3ccccc3)c3c2CCc2cnoc2-3)cc1OC` gave OVCAR-5 107, OVCAR-8 89, OVCAR-3 82, TK-10 109, ACHN 79, CAKI-1 71 and A498 84.
COc1cccc(/C=C2\COc3ccc(-c4ccccc4)cc3C2=O)c1 was read as OVCAR-5 50, OVCAR-8 3.0*, OVCAR-3 -44*, TK-10 -5.3*, ACHN 47, CAKI-1 51 and A498 46.
CC(=O)OC1=C2C(C[C@H]3[C@@H]4CC[C@@H]5C[C@H](O)CC[C@]5(C)[C@H]4C(=O)C[C@]23C)C(C(=O)O)=C(C(=O)O)C1 (stereo partly drawn) was read as OVCAR-5 103, OVCAR-8 109, OVCAR-3 125, TK-10 101, RXF 393 112, ACHN 107, CAKI-1 97 and A498 95.

Main list, from the first entry:
For Cc1ccc(C2=NN3C(C2)c2ccccc2OC32C(=O)Nc3ccc(Br)cc32)o1 (stereo not drawn) the results were OVCAR-5 106, OVCAR-8 105, OVCAR-3 108, TK-10 114, RXF 393 112, ACHN 107, CAKI-1 92 and A498 112.
`Cc1cc(N(CCCNc2ccnc3cc(Cl)ccc23)Cc2ccc3c(c2)OCO3)nc(N2CCOCC2)n1` gave OVCAR-5 77, OVCAR-8 32, OVCAR-3 -6.3*, TK-10 14, RXF 393 -48*, ACHN 14 and A498 54.
`O=C1Nc2ccc(Cl)cc2C12Oc1ccc(Cl)cc1C1CC(c3ccc(F)cc3)=NN12` (stereo not drawn) gave OVCAR-5 105, OVCAR-8 92, OVCAR-3 86, TK-10 116, RXF 393 109, ACHN 85, CAKI-1 75 and A498 113.
c1ccc2c[n+](CC[n+]3ccc4ccccc4c3)ccc2c1 was read as OVCAR-5 91, OVCAR-8 105, OVCAR-3 106, TK-10 101, RXF 393 101, ACHN 109 and A498 107.
`COc1ccc(Cn2nc(-c3ccccc3)c3c2CCc2cnoc2-3)cc1OC` gave OVCAR-5 107, OVCAR-8 89, OVCAR-3 82, TK-10 109, ACHN 79, CAKI-1 71 and A498 84.
COc1cccc(/C=C2\COc3ccc(-c4ccccc4)cc3C2=O)c1 was read as OVCAR-5 50, OVCAR-8 3.0*, OVCAR-3 -44*, TK-10 -5.3*, ACHN 47, CAKI-1 51 and A498 46.
CC(=O)OC1=C2C(C[C@H]3[C@@H]4CC[C@@H]5C[C@H](O)CC[C@]5(C)[C@H]4C(=O)C[C@]23C)C(C(=O)O)=C(C(=O)O)C1 (stereo partly drawn) was read as OVCAR-5 103, OVCAR-8 109, OVCAR-3 125, TK-10 101, RXF 393 112, ACHN 107, CAKI-1 97 and A498 95.
Screening COc1cccc(N2CCN(CC(=O)N3CCN(c4nnc(-c5ccc(Cl)cc5)c(-c5ccc(Cl)cc5)n4)CC3)CC2)c1 returned OVCAR-5 86, OVCAR-3 68, TK-10 94, ACHN 57, CAKI-1 92 and A498 55.
Cc1nc2cccnc2nc1C was read as OVCAR-5 106, OVCAR-8 104, OVCAR-3 110, TK-10 116, RXF 393 112, ACHN 103, CAKI-1 104 and A498 87.
`O=C(N/N=C\c1cc(Cl)ccc1O)N/N=C/c1cc(Cl)ccc1O` gave OVCAR-5 76, OVCAR-8 43, OVCAR-3 10, TK-10 55, RXF 393 85, ACHN 28, CAKI-1 60 and A498 80.
For CCOC(=O)Nc1ccc(NC(=O)OCC)cc1 the results were OVCAR-5 97, OVCAR-8 102, OVCAR-3 105, TK-10 104, RXF 393 112, ACHN 102, CAKI-1 95 and A498 105.
For O=C(O)c1ccccc1C(=O)N(c1ccccc1)c1ccccc1 the results were OVCAR-8 106, OVCAR-3 108, TK-10 99, RXF 393 110, ACHN 103, CAKI-1 94 and A498 83.
For Cc1ccc(NCC(=O)Nc2ncc(Cc3ccc(Cl)cc3Cl)s2)cc1C the results were OVCAR-5 92, OVCAR-8 84, OVCAR-3 95, TK-10 92, RXF 393 88, ACHN 53, CAKI-1 78 and A498 109.
For c1ccc(OCC[P+](c2ccccc2)(c2ccccc2)c2ccccc2)cc1 the results were OVCAR-5 43, OVCAR-8 24, OVCAR-3 -32*, TK-10 40, RXF 393 51, ACHN 61 and A498 74.
`O=C(OC(=O)c1cccc2ccccc12)c1cccc2ccccc12` gave OVCAR-5 97, OVCAR-8 103, OVCAR-3 112, TK-10 119, RXF 393 104, ACHN 97, CAKI-1 81 and A498 116.
For C[N+](C)(C)CC(=O)N/N=C\c1ccccc1[N+](=O)[O-] the results were OVCAR-5 103, OVCAR-8 103, OVCAR-3 116, TK-10 117, RXF 393 124, ACHN 100, CAKI-1 91 and A498 96.
`CNC(=O)c1cc(Oc2ccc3c(c2)sc2nc(-c4ccc(OC)cc4)cn23)ccn1` gave OVCAR-5 36, OVCAR-8 52, OVCAR-3 4.1*, TK-10 21, RXF 393 46, ACHN 84, CAKI-1 86 and A498 17.
Screening Nc1nc(N)c2c(n1)NC(c1cccc(Nc3ccnc4cc(C(F)(F)F)ccc34)c1)CC(c1ccccc1)=N2 (stereo not drawn) returned OVCAR-5 113, OVCAR-8 63, OVCAR-3 45, TK-10 83, RXF 393 45, ACHN 76, CAKI-1 43 and A498 78.
For NC(=NC1CCCCC1)NC1CCCCC1 the results were OVCAR-5 100, OVCAR-8 107, TK-10 129, RXF 393 130, ACHN 105 and A498 130.
Screening O=C(CSc1nnc(-c2cc(-c3ccccc3)nc3ccccc23)n1-c1ccccc1)c1ccccc1 returned OVCAR-5 100, OVCAR-8 109, OVCAR-3 93, TK-10 93, RXF 393 116, ACHN 106, CAKI-1 100 and A498 101.
CC(C)C(=O)Nc1cc(Cl)ccc1Cl was read as OVCAR-5 105, OVCAR-8 103, OVCAR-3 113, TK-10 101, ACHN 107, CAKI-1 102 and A498 74.
For Nc1nc(-c2cccc(Cl)c2)nn1-c1nc2ccccc2s1 the results were OVCAR-5 94, OVCAR-8 100, OVCAR-3 121, RXF 393 99, ACHN 99, CAKI-1 84 and A498 99.
C/C=C(/C[N+](=O)[O-])c1ccccc1 was read as OVCAR-5 111, OVCAR-8 96, OVCAR-3 108, TK-10 112, ACHN 102, CAKI-1 108 and A498 81.
Screening O=C(Nc1cccc(Cn2c(=O)[nH]c3ccc(Oc4ncccn4)cc3c2=O)c1)c1ccc([N+](=O)[O-])cc1 returned OVCAR-5 87, OVCAR-8 87, OVCAR-3 84, TK-10 86, RXF 393 90, ACHN 87, CAKI-1 80 and A498 68.
For CCOC(=O)Nc1cc(-c2ccc(C)c(NS(C)(=O)=O)c2)nn2c(C)nnc12 the results were OVCAR-5 32, OVCAR-3 -10*, TK-10 -3.1*, RXF 393 -8.0*, ACHN 8.9*, CAKI-1 3.2* and A498 -7.1*.
Screening O=C1c2c(c3c4cccnc4[nH]c3c3ccc4ccccc4c23)C(=O)N1CCN1CCNCC1 returned OVCAR-5 113, OVCAR-8 51, TK-10 136, RXF 393 76, ACHN 37, CAKI-1 52 and A498 70.
O=C1c2cccc3cccc(c23)C(=O)N1C/C=C/c1ccc2c3c(cccc13)C(=O)N(Cc1ccccc1)C2=O was read as OVCAR-5 97, OVCAR-8 99, OVCAR-3 110, TK-10 102, RXF 393 103, ACHN 103, CAKI-1 101 and A498 84.
For Cc1cc2c(cc1C1(c3ncc(C(=O)O)cn3)CC1)C(C)(C)CCC2(C)C the results were OVCAR-5 96, OVCAR-8 106, OVCAR-3 100, TK-10 133, RXF 393 111, ACHN 94, CAKI-1 90 and A498 70.
`CCCCCCCCCC(=O)NO` gave OVCAR-5 103, OVCAR-8 99, OVCAR-3 106, TK-10 88, RXF 393 92, ACHN 108, CAKI-1 97 and A498 78.
For COC(=O)[C@H](Cc1cn(C)cn1)NC(=O)[C@H](CC(=O)OCc1ccccc1)NC(=O)Nc1cc(C(F)(F)F)cc(C(F)(F)F)c1 the results were OVCAR-5 -93*[100 µM], OVCAR-8 -77*[100 µM], OVCAR-3 -99*[100 µM], TK-10 -97*[100 µM], RXF 393 -82*[100 µM], ACHN -99*[100 µM], CAKI-1 -92*[100 µM] and A498 -92*[100 µM].
`Cc1ccc(NC(=O)Cn2c(-c3cncs3)nc3ccccc32)cc1` gave OVCAR-5 97, OVCAR-8 98, OVCAR-3 109, TK-10 99, RXF 393 78, ACHN 89, CAKI-1 90 and A498 96.
O=C1CCc2c(sc3[nH]c(=S)n(-c4ccc(C(F)(F)F)cc4)c(=O)c23)C1 was read as OVCAR-5 93, OVCAR-8 99, OVCAR-3 102, TK-10 95, RXF 393 122, ACHN 91, CAKI-1 81 and A498 91.
Screening CCOc1ccc(N=C/C=C/c2ccccc2)c(O)c1 returned OVCAR-5 107, OVCAR-8 101, OVCAR-3 66, TK-10 95, RXF 393 100, ACHN 83, CAKI-1 101 and A498 110.
For N#C/C(=C\c1ccco1)C(=O)Nc1ncc(Cc2cc(Cl)ccc2Cl)s1 the results were OVCAR-5 98, OVCAR-8 93, OVCAR-3 99, TK-10 92, RXF 393 86, ACHN 95, CAKI-1 69 and A498 97.
For OB1c2ccccc2NC(=S)N1c1cc(C(F)(F)F)cc(C(F)(F)F)c1 the results were OVCAR-5 101, OVCAR-8 57, OVCAR-3 57, TK-10 104, RXF 393 99, ACHN 71, CAKI-1 69 and A498 84.
For CC(=O)c1ccc(C(C)(C)C)cc1 the results were OVCAR-8 98, OVCAR-3 103, TK-10 105, RXF 393 95, ACHN 98, CAKI-1 93 and A498 123.
CC(=O)O/C(C)=C(\C)C(C)=O was read as OVCAR-5 116, OVCAR-8 108, OVCAR-3 116, TK-10 108, RXF 393 101, ACHN 109, CAKI-1 101 and A498 89.
`c1ccc2oc(-c3ccncc3)cc2c1` gave OVCAR-5 84, OVCAR-8 97, OVCAR-3 110, TK-10 87, RXF 393 121, ACHN 120, CAKI-1 74 and A498 95.
CC(=O)c1c[nH]c2ccc(-c3ccnc(Nc4ccc(NC(=O)c5cccc(F)c5)c(CN5CCOCC5)c4)n3)cc12 was read as OVCAR-5 -4.5*, OVCAR-8 8.7*, OVCAR-3 -8.8*, TK-10 1.2*, ACHN -12*, CAKI-1 -1.6* and A498 -63*.
`COc1cc(OC)c(NC(=O)c2cc3ccccc3cc2O)cc1Cl` gave OVCAR-5 89, OVCAR-8 42, OVCAR-3 2.3*, TK-10 33, RXF 393 120, ACHN 23, CAKI-1 6.6* and A498 19.
`CC(C)(C)NC(=O)C1CSC2(C(=O)Nc3ccccc32)N1C(=O)C1CCCCC1` (stereo not drawn) gave OVCAR-5 99, OVCAR-8 98, OVCAR-3 105, TK-10 108, RXF 393 102, ACHN 102 and A498 103.
Screening Cc1ccc(N2NOC(=O)/C2=C2\CC(c3ccccc3)N=N2)cc1 (stereo not drawn) returned OVCAR-5 101, OVCAR-8 102, OVCAR-3 107, TK-10 151, ACHN 99, CAKI-1 97 and A498 94.
`O=C(CNc1ccccc1)N1CCN(c2ncnc3c2cnn3-c2ccccc2)CC1` gave OVCAR-5 91, OVCAR-8 80, OVCAR-3 84, TK-10 107, RXF 393 83, ACHN 62, CAKI-1 56 and A498 96.
For O=C(Nc1ncc(Cc2cccc(C(F)(F)F)c2)s1)c1ccc(-n2cnnn2)cc1 the results were OVCAR-5 74, OVCAR-8 58, OVCAR-3 72, TK-10 50, RXF 393 103, ACHN 32, CAKI-1 30 and A498 55.
For CCOC(=O)c1ccc(NC(C#N)=C(C#N)C#N)cc1 the results were OVCAR-5 107, OVCAR-8 97, OVCAR-3 103, TK-10 90, RXF 393 108, ACHN 111, CAKI-1 87 and A498 100.
CC(=O)N[C@@H](CC(=O)O)C(=O)N[C@@H](CCC(=O)O)C(=O)O was read as OVCAR-5 104, OVCAR-8 94, OVCAR-3 108, TK-10 92, RXF 393 124, ACHN 97, CAKI-1 90 and A498 107.
Screening C1N2CN3CN1CN(C2)C3 returned OVCAR-5 106, OVCAR-8 102, OVCAR-3 121, TK-10 105, RXF 393 125, ACHN 106, CAKI-1 92 and A498 106.
`Cc1ccc(N=Nc2ccc(C)cc2)cc1` gave OVCAR-5 104, OVCAR-8 96, OVCAR-3 99, TK-10 109, RXF 393 108, ACHN 93, CAKI-1 88 and A498 106.
For CC(C)(C)c1cc2c(O)c(c1)Cc1cc(C(C)(C)C)cc(c1O)Cc1cc(C(C)(C)C)cc(c1O)Cc1cc(C(C)(C)C)cc(c1O)C2 the results were OVCAR-5 102, OVCAR-8 99, OVCAR-3 105, TK-10 123, RXF 393 122, ACHN 102, CAKI-1 92 and A498 98.
`COc1cccc(CNC(C)(CO)CO)c1OC` gave OVCAR-5 109, OVCAR-8 111, OVCAR-3 109, TK-10 134, RXF 393 111, ACHN 100, CAKI-1 98 and A498 74.
Screening C#CCOC(=O)[C@@H]1CCCN1C(=O)OC(C)(C)C returned OVCAR-5 100, OVCAR-8 100, OVCAR-3 113, TK-10 97, RXF 393 108, ACHN 107, CAKI-1 102 and A498 90.
Cc1cccc(Cc2cnc(NC(=O)CCc3ccc(C)o3)s2)c1 was read as OVCAR-5 36, OVCAR-8 20, OVCAR-3 2.6*, TK-10 64, RXF 393 8.1* and A498 -12*.
`CC(=O)OCC(=O)C1CCC=CC1OC(C)=O` (stereo not drawn) gave OVCAR-5 104, OVCAR-8 97, OVCAR-3 107, TK-10 110, ACHN 100, CAKI-1 93 and A498 110.

From PubChem BioAssay
